ALOX12 inh: ALOX12 (human) lipoxygenase inhibition | P18054 | purified 12hLO, xylenol orange hydroperoxide absorbance | Potency, µM (highest dose often 108 µM), inactives show at the highest dose activity change, negative = inhibition, hits mostly inhibitors | 1.1% of 580,000 active | AID 1671190; active = well fitted inhibition curve with a large enough effect; inconclusive = small, poorly fitted or top-dose-only effect, or another doubt; inactive = no such curve, though single readings can be large or run the other way
Target sequence (P18054 whole entry, looked up): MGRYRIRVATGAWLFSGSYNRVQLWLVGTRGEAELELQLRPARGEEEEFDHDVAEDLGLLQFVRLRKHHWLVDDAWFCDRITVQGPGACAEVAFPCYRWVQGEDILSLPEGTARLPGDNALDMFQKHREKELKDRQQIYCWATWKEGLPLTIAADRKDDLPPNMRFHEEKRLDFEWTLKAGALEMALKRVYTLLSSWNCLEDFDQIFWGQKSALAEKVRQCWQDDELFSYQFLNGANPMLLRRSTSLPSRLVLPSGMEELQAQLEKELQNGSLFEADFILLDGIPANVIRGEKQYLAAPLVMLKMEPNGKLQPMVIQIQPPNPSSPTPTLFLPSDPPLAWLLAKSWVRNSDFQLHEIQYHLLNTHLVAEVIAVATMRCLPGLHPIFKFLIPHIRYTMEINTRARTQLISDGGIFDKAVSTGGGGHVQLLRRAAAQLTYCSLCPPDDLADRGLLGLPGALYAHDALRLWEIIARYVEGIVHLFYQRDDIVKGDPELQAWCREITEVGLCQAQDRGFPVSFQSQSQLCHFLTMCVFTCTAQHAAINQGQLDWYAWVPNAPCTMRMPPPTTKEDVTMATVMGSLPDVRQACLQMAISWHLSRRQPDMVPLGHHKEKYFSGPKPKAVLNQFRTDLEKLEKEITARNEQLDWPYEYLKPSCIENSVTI
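Purified human 12hLO at 150 nM in 25 mM Hepes, 0.01% Triton X-100, pH 7.0, preincubated 15 min at room temperature with compound. Reaction started with 40 uM arachidonic acid, 30 min at room temperature. Hydroperoxide measured by Fe-xylenol orange, 573/405 nm absorbance ratio.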
An asterisk follows results filed as active; ? = inconclusive; [ ] = dose if it differs, or a comment. % is set by controls: 0 for no effect and ±100 for the full control effect; potency is the fitted concentration of half-maximal effect. An excerpt. The share of hits here may be higher or lower than overall.

| SMILES | ALOX12 inh |
| --- | --- |
| NS(=O)(=O)c1ccc(CCNC(=O)CCC2CCN(C(=O)c3ccccc3)CC2)cc1 | 30% |
| CCCCn1c(SCC(=O)NC(C)(C)C)nc2ccccc2c1=O | ? |
| CCc1ccccc1S(=O)(=O)N1CCN(C2(CC)CCN(C(=O)C(C)C)C2)CC1 (stereo not given) | 0% |
| O=C(c1ccc2c(c1)OCO2)N1CCn2c(nnc2-c2cccnc2)C1 | 5%[6.33 µM] |
| COc1ccc(-c2c(C)oc3cc(OCCN4CCC(C(N)=O)CC4)ccc3c2=O)cc1 | 3% |
| O=C(CSC1=NC2(CCCCC2)N=C1c1cccs1)NCc1ccccc1 | ? |
| CC(C)c1nc(CN(C)C(=O)c2cc(COc3ccccc3)[nH]n2)no1 | 66%[activator] |
| COc1cc(OC)cc(C(=O)NCC(=O)O)c1 | ? |
| COc1ccc(-c2cc(NC(=O)c3cccs3)n(C3CCS(=O)(=O)C3)n2)cc1 (stereo not given) | ? |
| O=C(CSc1ncnc2nc[nH]c12)NCc1cccc(Cl)c1 | ? |
| CC(C)c1ccc(-c2nnn(C(C)C(=O)Nc3cccc(C#N)c3)n2)cc1 (stereo not given) | ? |
| Cc1ccc(-c2nc(CN3C(=O)C(=O)N(C(C)C)C3=O)co2)c(C)c1 | ? |
| Cc1cc(C)cc(NC(=O)c2nn(CC(C)C)c(=O)c3ccccc23)c1 | 2% |
| CS(=O)(=O)N1CCN2C(=O)N(C3CCCCC3)C[C@H]2C1 | 24%[176 µM] |
| OCc1cccc(-c2ccc3ncc(Nc4cccnc4)n3n2)c1 | ? |
| COc1ccc(/C=C/c2nc3cc(C)ccc3s2)cc1OC | -1% |
| CCc1cnc(C)nc1N1CCC(=O)N(Cc2ccc(F)cc2)C(C(C)C)C1 (stereo not given) | 12% |
| COc1cc(S(=O)(=O)NCc2ccco2)ccc1NC(C)=O | 1% |
| CC1(C2CC2)NC(=O)N(CC(=O)Nc2cccc3cccnc23)C1=O (stereo not given) | -62% |
| COCCN1CCC(CN(Cc2ccncc2)C(=O)c2cnccn2)CC1 | 16% |
| O=C(Cn1ncc2ccccc2c1=O)N1CCCC(Cc2nc3ccccc3[nH]2)C1 (stereo not given) | 35% |
| O=C(NCc1ccc(F)cc1)C1COC2(CCN(C(=O)c3ccco3)CC2)N1C(=O)c1ccccc1 (stereo not given) | 3% |
| N#Cc1ccc(NC(=O)N2CCN(Cc3nc(-c4ccc(Cl)cc4)no3)CC2)cc1 | ? |
| CNC(=O)[C@@H]1CN(C(=O)Cc2cccnc2)C[C@H]1COC | 39%[activator] |
| COc1cc(-c2ccnc3nc(C(C)C)nn23)cc(OC)c1OC | 32%[activator] |
| Cc1nc(CN2C(=O)OC3(CCN(CCc4ccccc4)CC3)C2(C)c2ccccc2)cs1 (stereo not given) | ? |
| CC(C)(C)c1ccc(C(=O)NNC(=S)Nc2ccccc2)cc1 | ? |
| CCOC(=O)c1c(NC(=O)CN2CCCCC2)sc2c1CC(C)(C)OC2 | 46%[activator] |
| COCCN1C(=O)[C@H]2CN(C(=O)c3ccncc3)C[C@H]2C1=O | 38% |
| Cc1noc2c(NCCN(C)C)cc(-c3cccc(C(F)(F)F)c3)nc12 | 14%[176 µM] |
| C[C@]1(O)CCN(C(=O)Cc2ccc3c(c2)OCO3)C[C@@H]1O | 18% |
| COc1ccc(S(=O)(=O)NC[C@@H]2C=C(C)[C@H](CC(=O)N(C)Cc3cccnc3)C[C@H]2C(C)C)cc1 | 6% |
| O=C(O)CCCOc1ccc2c(c1)CCC(=O)N2 | ? |
| Cc1[nH][nH]c(=O)c1C(c1cccc(OCc2ccc(Cl)cc2)c1)c1c(C)[nH][nH]c1=O | ? |
| CC(=O)N1CCC2(CC1)OC(=O)N(Cc1ccc(O)cc1)C2(C)c1ccccc1 (stereo not given) | 30%[176 µM] |
| O=C(Cc1n[nH]c(=O)c2ccccc12)N1CCN(c2ccccc2F)CC1 | ? |
| Nc1ccc(S(=O)(=O)O)c2cccc(S(=O)(=O)O)c12 | ? |
| COc1ccc(-c2cc(NC(=O)Cc3c(C)[nH]c4ccccc34)ccc2Nc2cccnc2)cc1OC | -1% |
| Cc1cc(C(=O)N[C@@H]2C[C@H](Cn3cc(C4CC4)nn3)[C@@H](O)[C@H]2O)no1 | 82%[activator][176 µM] |
| CN1CCCCCC(O)c2cc(C(=O)N3CCN(Cc4ccccc4)CC3)ccc21 (stereo not given) | -5% |
| O=C(c1ccc(Cl)cc1)N1CC2(CCN(Cc3ccccn3)CC2)Cc2ccccc21 | 10%[6.33 µM] |
| COc1ccc(C2(C(=O)N3CCC(Oc4ccc(-c5noc(C)n5)cc4)C3)CC2)cc1 (stereo not given) | 5% |
| COc1ccc(-c2nc(C3CC(=O)N(c4ccc(OC)c(OC)c4)C3)no2)cc1OC (stereo not given) | 48%[activator] |
| CCCNC(=O)N1C[C@H](O)COC[C@@H]2O[C@@H](CC(=O)NCCCN3CCOCC3)CC[C@H]21 | -15% |
| CSc1nc2c(c(=O)[nH]c(=O)n2C)n1Cc1cccc(C)c1 | -61% |
| CN(C)S(=O)(=O)c1ccccc1CNS(=O)(=O)c1ccc2c(c1)CCC2 | -4% |
| N#CC1=C(N)Oc2c(c(=O)[nH]c3ccccc23)C1c1cccc(Cl)c1Cl (stereo not given) | 40% |
| COc1ccc(-c2ccc3ncc(Nc4cc(F)cc(N5CCOCC5)c4)n3n2)cc1OC | 14% |
| CC(=O)c1cccc(C(=O)N2CCC3(CC2)NC(=O)N(Cc2ccccc2)C3=O)c1 | 18% |
| CC1(c2ccccc2)N(Cc2ccccc2F)C(=O)OC12CCN(Cc1cccnc1N)CC2 (stereo not given) | -19% |
| COCCN1CCCC1c1nc(C2CN(C(=O)c3ncccc3C)C2)no1 (stereo not given) | 60%[activator] |
| CCc1cccc2c(C(=O)O)cc(-c3cccnc3)nc12 | -25% |
| CCc1nnc([C@@H]2CC(F)(F)CN2C(=O)CCn2cccn2)o1 | 69%[activator] |
| CCCCCCN(CCC(=O)NCCOC)C(=O)c1ccoc1 | ? |
| CCN(CC)CCNC(=O)c1ccc2nc(C)c(C)nc2c1 | 21% |
| CC(C)c1nncn1C1CCN(S(=O)(=O)c2cccc(F)c2)CC1 | -7% |
| CCOC(=O)c1sc2cccc(F)c2c1COC(=O)c1occc1C | -21% |
| Cc1ccc2c(COC(=O)c3cccs3)cc(=O)oc2c1C | -23% |
| CC(C)(C)C(=O)N1CCCC2(COc3ccccc3[S+](=O)([O-])N2)C1 (stereo not given) | 5%[6.33 µM] |
| CC(C)CS(=O)(=O)CCC(=O)O | -12% |

New compounds follow
| SMILES | ALOX12 inh |
| --- | --- |
| CCOCC(=O)N1C[C@@H](Oc2ccccc2)C[C@H]1C(=O)N1CCCC1 | 20% |
| COc1ccccc1S(=O)(=O)Nc1c(C)nn(CC(=O)O)c1C | 2% |
| CCC[C@H]1[C@@H](NS(=O)(=O)c2cc(Cl)cc(Cl)c2)CC[C@@]23CCCN2C(=O)CCC[C@@H]13 | -9% |
| COCCNC(=O)[C@H]1C[C@H](Oc2ccccc2)CN1CC1CC1 | 48%[activator] |
| COCCOc1ccnc(-c2noc([C@@H]3CCCN3Cc3cccnc3)n2)c1 | 27%[176 µM] |
| O=C(O)c1ccc2nccnc2c1 | ? |
| Nc1c(C(=O)Nc2ccccc2C(F)(F)F)nnn1-c1ccccc1 | -43% |
| Cc1noc(-c2cccn3c(CNC(=O)c4ccccc4C)nnc23)n1 | 67%[activator] |
| Cc1noc2c(N3CC[S+](=O)([O-])CC3)cc(-c3ccc(Cl)cc3)nc12 | -4%[176 µM] |
| COc1cc2nc(N(C)C)c(CNCc3nonc3C)cc2c(OC)c1OC | 4% |
| CC(C)NC(=O)N1CCC2(CCCCO2)CC1 | 32%[activator] |
| CCOC(=O)Cn1nc2n(c1=O)CCN(Cc1cc(C)ccc1C)C2=O | 2% |

5 successive records out of the list so far:
| SMILES | ALOX12 inh |
| --- | --- |
| CCOCC(=O)N1C[C@@H](Oc2ccccc2)C[C@H]1C(=O)N1CCCC1 | 20% |
| COc1ccccc1S(=O)(=O)Nc1c(C)nn(CC(=O)O)c1C | 2% |
| CCC[C@H]1[C@@H](NS(=O)(=O)c2cc(Cl)cc(Cl)c2)CC[C@@]23CCCN2C(=O)CCC[C@@H]13 | -9% |
| COCCNC(=O)[C@H]1C[C@H](Oc2ccccc2)CN1CC1CC1 | 48%[activator] |
| COCCOc1ccnc(-c2noc([C@@H]3CCCN3Cc3cccnc3)n2)c1 | 27%[176 µM] |

The list goes on:
| SMILES | ALOX12 inh |
| --- | --- |
| CNC(=O)[C@@H]1CN(S(=O)(=O)c2cccc(C)c2)C[C@H]1COC | 6% |
| Cc1oc(-c2cccs2)nc1C(=O)N1CCOCC1 | -2% |
| COc1ccc(NC(=O)C2CC(=O)N(c3n[nH]c4cccc(F)c34)C2)cc1 (stereo not given) | 2% |
| Cc1ccc(NC(=O)C2CC(=O)N(c3n[nH]c4cccc(F)c34)C2)c(C)c1 (stereo not given) | 2% |
| O=C(c1ccc(O)cc1)C1CCN(C(=O)c2cccc(C(F)(F)F)c2)CC1 | -21% |
| CCOC(=O)C(c1ccccc1)C(C(=O)OCC)c1ccccc1 (stereo not given) | 38%[activator] |
| CSc1ccc(CNC(=O)C2CCN(C(=O)c3ncn4c3COC(c3ccccc3)C4)CC2)cc1 (stereo not given) | 28% |
| Cc1ccc(CNC(=O)[C@H]2CCC[C@H]2NC(=O)c2ccncc2)cc1C | 55%[activator] |
| O=c1[nH]nc(SCc2ncc(-c3ccccc3)o2)n1C1CC1 | -25% |
| O=C(O)CCC(=O)N1N=C(c2ccco2)CC1c1ccc2nccnc2c1 (stereo not given) | ? |
| COc1ccc(-n2nc(C)c([C@H]3C=C[C@@H](OC(=O)N[C@H](C)c4ccccc4)C3)c2C)cc1 | -1%[176 µM] |
| COc1ccc(CCC(=O)Oc2ccc3ccc(OC)cc3c2)cc1 | -41% |
| Cc1ccccc1OCCN | 39%[activator] |
| CN(C)Cc1c(C(C)(C)O)[nH]c2cc(C(F)(F)F)ccc12 | ? |
| Cc1noc(-c2cn(C3CCN(C(=O)c4ccc(C(C)(C)C)cc4)CC3)nn2)n1 | 18% |
| COCCOCc1nc(C2CCCCN2C(=O)Nc2ccc(OC)c(F)c2)no1 (stereo not given) | 16% |
| O=C(Cc1ccc(N2CCCC2=O)cc1)N1CCSCC1 | 13% |
| COc1ccccc1-n1nc(CC(N)=O)nc1Cn1cnc2ccccc21 | 6% |
| CCOc1ccccc1NC(=O)N1CCC[C@H]1C(=O)N1CCCCCCNC(=O)CC1 | 44%[activator] |
| CC(=O)N1CCC(C(=O)NCc2ncc(-c3ccccc3)o2)CC1 | 63%[activator] |
| COC(=O)C1=C(C)N(CC(C)C)C(=O)NC1c1ccc(Br)s1 (stereo not given) | 5% |
| CCn1ncc(CN2CCCCCCN(C)C(=O)[C@@H]3CCC[C@@H]32)c1C | 67%[activator] |
| Cc1cccc(-c2[nH]ncc2CN)c1 | 59%[activator] |
| Fc1cccc(-c2cnc([C@@H]3COCCN3Cc3ccc(Cl)cc3)[nH]2)c1 | -28%[176 µM] |
| O=C(N[C@@H](Cn1ccc(=O)[nH]c1=O)C(=O)O)C1CC1 | -20%[176 µM] |
| CCS(=O)(=O)N1CCCCCCN(C)C(=O)CC1 | 12% |
| CCN(CC)C(=O)C[C@@H]1c2nc(NC(=O)c3cccs3)sc2C[C@@H]2[C@](C)(CO)[C@H](O)CC[C@]21C | ? |
| CCN1c2cc(C(=O)NCc3ccc(SC)cc3)ccc2C(=O)N2CCCCC21 (stereo not given) | 1% |
| C[N+]1(CC[N+]2(C)CCCCC2)CCCCC1 | 4µM* |
| COc1ccc([C@@H](NC(=O)CN2CCCCCC2=O)C2CC(O)C2)cc1F (stereo not given in full) | 51%[activator] |
| O=S(=O)(Nc1ccc(F)cc1)c1ccc(-c2cnc(C3CC3)o2)cc1 | ? |
| Cc1cc(C(F)(F)F)nn1CCNC(=O)c1csc(-c2cccs2)n1 | 1% |
| COc1ccc(CNCC(O)COc2ccc(C(C)(C)C)cc2C)cc1OC (stereo not given) | ? |
| O=C(NC(C(=O)N1CCCC1)C1CCN(C(=O)c2cccc(F)c2)CC1)c1ccccc1 (stereo not given) | 56%[activator] |
| Cc1ccccc1C1(CC(=O)N2CC3(C)CC2CC(C)(C)C3)CC(=O)N(Cc2cccnc2)C1=O (stereo not given) | -5% |
| Cc1ccc(C(NC(=O)Cc2n[nH]c(=O)c3ccccc23)c2ccccc2)cc1 (stereo not given) | 3% |

With a hit mark in ALOX12 inh, of those listed so far:
| SMILES | ALOX12 inh |
| --- | --- |
| C[N+]1(CC[N+]2(C)CCCCC2)CCCCC1 | 4µM* |

The list continues:
| SMILES | ALOX12 inh |
| --- | --- |
| Cc1ccc(C(=O)N2CCC3(CC2)C(C(=O)O)CC(=O)N3C)s1 (stereo not given) | 29% |
| CC(=O)c1cn(CCOc2ccccc2F)c2ccccc12 | -6% |
| Cc1ccsc1CN1CCC(C(=O)N2CCCCCCNC(=O)CC2)CC1 | 49%[activator] |
| CC(C)CNC(=O)c1ccc(CN2C(=O)NC3(CCS(=O)(=O)CC3)C2=O)cc1 | 53%[activator] |
| O=C(C1CCCC1)N1CC2(CCN(C3COC3)C2)Cc2ccccc21 (stereo not given) | ? |
| CN1CC(=O)N(C2CCCNCC2)Cc2c1ncnc2N1CCc2ccccc2C1 (stereo not given) | ? |
| COc1ccccc1Cn1c(-c2ccccc2)nc(C)c(CCO)c1=O | 10% |
| Cc1ccc(C2CC(c3ccccc3)=NN2c2nc(C)cs2)cc1 (stereo not given) | ? |

Three entries from above, with the structure last:
| ALOX12 inh | canonical_smiles |
| --- | --- |
| ? | Nc1ccc(S(=O)(=O)O)c2cccc(S(=O)(=O)O)c12 |
| -1% | COc1ccc(-c2cc(NC(=O)Cc3c(C)[nH]c4ccccc34)ccc2Nc2cccnc2)cc1OC |
| 82%[activator][176 µM] | Cc1cc(C(=O)N[C@@H]2C[C@H](Cn3cc(C4CC4)nn3)[C@@H](O)[C@H]2O)no1 |
